# NCI-60 one-dose screen, 48 h, at 10 µM unless noted. Numbers give growth in % (100 = growth as untreated, 0 = no growth, -100 = all killed).
# OVCAR-5 = OVCAR-5 ovarian cancer. actives 2.9% (n = 82,000). AID 1794783
# OVCAR-3 = OVCAR-3 ovarian cancer; actives 7% (n = 79,000); AID 1794787
# OVCAR-8 = OVCAR-8 ovarian cancer; AID 1794782; actives 4.4% (n = 81,000)
# OVCAR-4 = OVCAR-4 ovarian cancer cells | actives 3.7% (n = 80,000)
# ACHN = ACHN renal cancer. actives 4.9% (n = 81,000). AID 1794771
# A498 = A498 renal cancer cells. actives 5.4% (n = 76,000). AID 1794774
# RXF 393 = RXF 393 renal cancer cells; actives 6.9% (n = 77,000)
# CAKI-1 = CAKI-1 renal cancer; AID 1794772; actives 4.7% (n = 75,000)
# * hit, by the source's call; nt = no result given. Rule for the calls: active = growth percent below 10; inactive = the rest.
# Fields: OVCAR-5	OVCAR-3	OVCAR-8	OVCAR-4	ACHN	A498	RXF 393	CAKI-1
> Cc1ccc(C(=O)/C(=N/O)S(=O)(=O)c2ccccc2)cc1
 : 105	110	103	110	103	91	nt	101
> C=C(C)CN(C#N)CC(=C)C
 : 99	101	101	101	106	101	95	100
> Cc1ccc(S(=O)(=O)Oc2ccccc2Cl)cc1
 : 109	114	105	114	105	90	100	99
> COc1ccc(/C=N\NC(=O)C[N+](C)(C)C)cc1OC
 : 107	128	109	117	106	100	113	94
> C[N+]1(C)C2CC[C@@H]1CC(OC(=O)C(O)c1ccccc1)C2 (stereo partly drawn)
 : 106	121	108	110	106	109	111	84
> CN1C(=O)C(C2SC(=S)N(C)C2=O)SC1=S (stereo not drawn)
 : 95	108	101	91	100	117	100	93
> CN(C)C(=O)Nc1nc2cc(Cl)c(Cl)cc2[nH]1
 : 40	-50*	14	34	53	47	nt	nt
> O=C(O)/C=C/c1cn(-c2ccccc2)nc1-c1ccc(F)cc1
 : 89	96	87	99	92	76	113	89
> COc1ccc(/C=C(/NC(=O)c2ccccc2)C(=O)Nc2ccc(S(N)(=O)=O)cc2)cc1OC
 : 103	107	97	105	100	109	118	104
> O=C1/C(=C/c2ccc(O)c(O)c2)SC(=S)N1Cc1ccco1
 : 93	30	61	51	53	103	88	43
> COc1cc(/C=N/NC(=O)COc2ccc(-c3nc4ccccc4s3)cc2OC)ccc1O
 : 86	103	87	97	75	85	92	57
> C=C1C(=O)O[C@H]2[C@H]1CC/C(COC(=O)Nc1nc3ccccc3[nH]1)=C\CC[C@@]1(C)O[C@@H]21
 : 127	17	81	81	32	102	31	nt
> O=[N+]([O-])c1ccccc1N1CCCCC1
 : 104	114	108	107	103	95	nt	101
> Cc1cc(N=Cc2ccc(Cl)cc2)c(N=Cc2ccc(Cl)cc2)cc1C
 : 76	85	70	79	64	88	137	92
> c1cn2cc(-c3ccc4c(c3)ncn4C3CCCCC3)nc(-c3ccc4c(c3)ncn4C3CCCCC3)c2n1
 : 103	104	88	102	96	107	93	91
> Cc1cc(C(=O)O)c(C)c([N+](=O)[O-])c1
 : 107	117	104	102	109	84	98	100
> COC(=O)[C@]1(C)CCC[C@]2(C)[C@H]3C[C@H]4C(C(C)C)=C[C@]3(CC[C@H]21)[C@@H]1C(=O)N(N)C(=O)[C@@H]14
 : 98	109	90	100	97	92	95	90
> O=C1c2ccccc2C(=O)N1/N=C/c1cc(Br)ccc1O
 : 103	nt	107	105	109	84	110	110
> C#CCCCCCCC[C@@H]1OC(=O)[C@H]([C@@H](C)CC)NC(=O)[C@H]([C@@H](C)CC)NC(=O)CC(=O)[C@@H]1C
 : 91	101	101	98	94	93	104	71
> Cc1c(Cl)cccc1NC(=S)NC(=O)c1ccccc1
 : 109	103	92	nt	113	nt	86	79
> COc1cc(CNC(=O)CCCC/C=C/C(C)C)ccc1OCc1cn(-c2ccc(C#N)cc2)nn1
 : 95	109	63	95	91	75	98	106
> O=C1c2ccccc2C(=O)N1Cc1cccc([N+](=O)[O-])c1
 : 105	118	nt	102	105	87	nt	93
> COC(=O)c1c(C(=O)OC)c2c(-c3ccccc3)cc3cccc1n32
 : 76	100	99	94	91	66	95	89
> C[N+](C)(C)CC(=O)N/N=C\c1cccs1
 : 112	nt	nt	112	108	nt	98	nt
> NCCCNc1nc2ccccc2c2c(=O)c3cc(F)cc(Cl)c3sc12
 : 97	102	5.8*	-65*	62	66	74	63
> Nc1c(Br)cc(Br)cc1-c1n[nH]c(=O)[nH]c1=O
 : 97	113	105	99	92	92	103	86
> CCCCCCCC1=NN(c2ccc(S(=O)(=O)O)cc2)C(=O)C1N=O (stereo not drawn)
 : 97	110	95	98	101	88	109	100
> Cn1ccnc1C(=O)/C=C/c1ccc(CNC(=O)c2c(F)c(F)c(F)c(F)c2F)cc1
 : 95	15	90	95	48	83	nt	76
> CSc1nc2c(c(=O)[nH]1)C(c1ccc(Cl)cc1)C1=C(N2)/C(=C/c2ccc(Cl)cc2)CNC1 (stereo not drawn)
 : 105	4.2*	32	33	72	18	52	77
> COc1ccc(OC(C)=O)cc1
 : 101	102	97	104	102	116	109	81

# Reformatted tab-delimited: 2 of the compounds above
smiles	OVCAR-5	OVCAR-3	OVCAR-8	OVCAR-4	ACHN	A498	RXF 393	CAKI-1
COC(=O)c1c(C(=O)OC)c2c(-c3ccccc3)cc3cccc1n32	76	100	99	94	91	66	95	89
C[N+](C)(C)CC(=O)N/N=C\c1cccs1	112	nt	nt	112	108	nt	98	nt

# Next part.
# Fields: OVCAR-5	OVCAR-3	OVCAR-8	OVCAR-4	ACHN	A498	RXF 393	CAKI-1
> O=C(c1ccccc1)c1ccc2nc(-c3ccccc3Cl)[nH]c2c1
 : 107	103	99	106	101	106	120	96
> Cc1cccc(C(=O)O)n1
 : 100	115	74	101	102	116	nt	70
> Cc1nc2ccc(Cl)cn2c1-c1nnc(SCc2ccccc2)o1
 : 114	107	91	78	82	80	59	75
> COCC(OC)C(CC=C(C#N)C#N)OC (stereo not drawn)
 : 96	109	107	101	98	92	101	99
> c1ccc(Oc2ncnc3ccccc23)cc1
 : 103	109	105	108	96	121	144	103
> NC(N)=NN=C1CCCCC1
 : 98	103	103	98	101	90	99	79
> COc1ccc(CNc2nnc(C)c(C)n2)cc1
 : 106	110	104	106	111	102	118	100
> c1ccc(-c2cnc(C3CCCCC3)o2)cc1
 : 99	136	97	106	106	nt	nt	106
> C[n+]1ccc(C#N)c2ccccc21
 : 103	4.0*	111	65	82	95	79	nt
> CNc1ncnc2c1cnn2-c1ccc(Cl)cc1
 : 110	96	99	106	111	76	111	90
> O=C1c2ccccc2CCC12OC2c1cn(-c2ccccc2)nc1-c1cccc([N+](=O)[O-])c1 (stereo not drawn)
 : 106	106	94	95	102	77	77	73
> COc1cc(C2C=C(c3ccccc3)Nc3nc(SC)[nH]c(=O)c32)ccc1Oc1ccnc2cc(Cl)ccc12 (stereo not drawn)
 : 94	80	89	86	59	67	94	71
> Cc1ccc(-c2nnc3ccc(N/N=C/c4ccccc4)nn23)cc1
 : 107	30	87	69	95	105	94	83
> COC(=O)C1C(=O)COC1C (stereo not drawn)
 : 107	111	112	120	104	108	107	95
> O=c1[nH]c(=O)c2n[nH]nc2[nH]1
 : 96	122	103	114	99	107	125	nt
> CC(=O)Oc1c(Cl)c(Cl)c(Cl)c(Cl)c1Cl
 : 100	107	93	90	96	86	116	89
> CCOC(=O)N1CCN(C(=O)OCC)CC1
 : 92	110	120	101	98	110	129	93
> COc1cccc(C2C(C#N)=C(N)Oc3cc(OCCCCCC[P+](c4ccccc4)(c4ccccc4)c4ccccc4)ccc32)c1 (stereo not drawn)
 : -2.3*	-81*	1.0*	2.6*	18	-30*	-64*	-8.9*
> Cc1ccc(C(=O)CSc2nc3c([nH]2)c(=O)n(C)c(=O)n3C)cc1
 : 101	104	112	111	101	106	nt	94
> N=C(N)N=Nc1ccc(NN=C(N)N)c2ccccc12
 : 108	127	96	106	105	nt	142	nt
> O=C1CC(c2nc3ccccc3[nH]2)CN1c1ccc(Cl)cc1 (stereo not drawn)
 : 88	101	106	96	92	108	nt	92
> COc1ccccc1C(=O)Nc1ccc(-c2cc(=O)c3c(OC)c(OC)c(OC)cc3o2)cc1
 : 94	88	56	63	78	87	111	93
> CC(C)(C)OC(=O)NCc1cccc(N=C=S)c1
 : 65	60	64	57	61	-12*	-16*	nt
> COc1cc2nc(N3CCCC3)nc(NCCc3ccccc3)c2cc1OC
 : 39	82	66	-2.4*	86	83	68	80
> Cc1cc(C)c(NC(=O)c2ccccc2)cc1N
 : 103	98	99	91	108	nt	119	87
> Cc1nnc2nc(-c3ccc(Cl)cc3)cc(-c3ccco3)n12
 : 115	103	116	87	88	101	nt	64
> O[Si](O)(c1ccc(F)c2ccccc12)c1ccc(F)c2ccccc12
 : 111	94	91	101	76	108	101	83
> O=[N+]([O-])c1cc2c(NCCO)nc(-c3ccccc3)nc2[nH]1
 : 115	102	90	97	85	88	54	nt
> Cc1ccc(C(=O)COC(=O)c2ccc3c(c2)C(=O)N(c2cccc4ncccc24)C3=O)cc1
 : 101	113	102	111	112	99	108	nt
> NC(=O)OCCOCCOC(N)=O
 : 95	111	106	103	97	103	98	91

# Already shown: an excerpt of the list.
# Fields: OVCAR-5	OVCAR-3	OVCAR-8	OVCAR-4	ACHN	A498	RXF 393	CAKI-1
> c1ccc(Oc2ncnc3ccccc23)cc1
 : 103	109	105	108	96	121	144	103
> NC(N)=NN=C1CCCCC1
 : 98	103	103	98	101	90	99	79
> COc1ccc(CNc2nnc(C)c(C)n2)cc1
 : 106	110	104	106	111	102	118	100
> c1ccc(-c2cnc(C3CCCCC3)o2)cc1
 : 99	136	97	106	106	nt	nt	106
> C[n+]1ccc(C#N)c2ccccc21
 : 103	4.0*	111	65	82	95	79	nt
> CNc1ncnc2c1cnn2-c1ccc(Cl)cc1
 : 110	96	99	106	111	76	111	90
> O=C1c2ccccc2CCC12OC2c1cn(-c2ccccc2)nc1-c1cccc([N+](=O)[O-])c1 (stereo not drawn)
 : 106	106	94	95	102	77	77	73
> COc1cc(C2C=C(c3ccccc3)Nc3nc(SC)[nH]c(=O)c32)ccc1Oc1ccnc2cc(Cl)ccc12 (stereo not drawn)
 : 94	80	89	86	59	67	94	71
> Cc1ccc(-c2nnc3ccc(N/N=C/c4ccccc4)nn23)cc1
 : 107	30	87	69	95	105	94	83
> COC(=O)C1C(=O)COC1C (stereo not drawn)
 : 107	111	112	120	104	108	107	95
> O=c1[nH]c(=O)c2n[nH]nc2[nH]1
 : 96	122	103	114	99	107	125	nt
> CC(=O)Oc1c(Cl)c(Cl)c(Cl)c(Cl)c1Cl
 : 100	107	93	90	96	86	116	89
> CCOC(=O)N1CCN(C(=O)OCC)CC1
 : 92	110	120	101	98	110	129	93
> COc1cccc(C2C(C#N)=C(N)Oc3cc(OCCCCCC[P+](c4ccccc4)(c4ccccc4)c4ccccc4)ccc32)c1 (stereo not drawn)
 : -2.3*	-81*	1.0*	2.6*	18	-30*	-64*	-8.9*
> Cc1ccc(C(=O)CSc2nc3c([nH]2)c(=O)n(C)c(=O)n3C)cc1
 : 101	104	112	111	101	106	nt	94
> N=C(N)N=Nc1ccc(NN=C(N)N)c2ccccc12
 : 108	127	96	106	105	nt	142	nt
> O=C1CC(c2nc3ccccc3[nH]2)CN1c1ccc(Cl)cc1 (stereo not drawn)
 : 88	101	106	96	92	108	nt	92
> COc1ccccc1C(=O)Nc1ccc(-c2cc(=O)c3c(OC)c(OC)c(OC)cc3o2)cc1
 : 94	88	56	63	78	87	111	93
> CC(C)(C)OC(=O)NCc1cccc(N=C=S)c1
 : 65	60	64	57	61	-12*	-16*	nt
> COc1cc2nc(N3CCCC3)nc(NCCc3ccccc3)c2cc1OC
 : 39	82	66	-2.4*	86	83	68	80
> Cc1cc(C)c(NC(=O)c2ccccc2)cc1N
 : 103	98	99	91	108	nt	119	87
> Cc1nnc2nc(-c3ccc(Cl)cc3)cc(-c3ccco3)n12
 : 115	103	116	87	88	101	nt	64
> O[Si](O)(c1ccc(F)c2ccccc12)c1ccc(F)c2ccccc12
 : 111	94	91	101	76	108	101	83

# The results go on.
# Fields: OVCAR-5	OVCAR-3	OVCAR-8	OVCAR-4	ACHN	A498	RXF 393	CAKI-1
> COc1ccc(C2C(C#N)=C(/N=C/c3ccc(Cl)cc3)Oc3c2sc2c(C)cccc32)cc1 (stereo not drawn)
 : 35	nt	23	77	49	-12*	-5.8*	39
> O=C(NCc1ccc2c(c1)OCO2)c1cccc(-c2ccncc2)c1
 : 130	91	105	88	98	91	nt	92
> c1cc(C2CCCCC2)ccc1-c1cnc2nonc2n1
 : 26	1.5*	8.9*	44	35	9.6*	-3.2*	34
> Cc1ccc(C2=C(CN)C(O)N=C(Sc3cc(O)c(O)cc3C)N2)cc1 (stereo not drawn)
 : 103	98	102	92	103	104	113	93
> Fc1ccc(-c2nnc(-c3c(-c4ccc(F)cc4)nc4ccccn34)o2)cc1
 : 100	90	37	89	83	62	86	91
> C#CCOc1c(OC)cc2c3c1-c1cc4c(cc1CC3OCC2)OCO4 (stereo not drawn)
 : 90	117	94	88	88	86	92	87
> C=C1CC[C@H](C(=C)C)[C@H]2C=C(C)C(=O)C3=C(C(=O)[C@@](C)(O)C3)[C@H]12
 : -87*	-42*	-97*	-82*	-98*	-93*	-83*	-79*
> NC(N)=N/N=C/c1ccc(O)cc1
 : 100	110	94	99	104	92	110	91
> Cc1ccc2nc(COc3ccc(NC(=O)Nc4ccc(Cl)c(Cl)c4)cc3)[nH]c2c1
 : 123	100	88	91	92	93	101	86
> CC(=O)N=C1N(/C=C2\C(=O)Oc3ccccc3C2=O)C(=O)/C(=C/c2cccc([N+](=O)[O-])c2)N1C
 : 105	102	96	90	94	60	107	99
> Cc1cc(CN(C)C)c(O)c(C(=O)O)c1
 : 98	107	107	91	105	110	109	nt
> CCCCCCCCCCCCCCCCOC(=O)c1ccccc1O
 : 115	111	104	96	112	97	107	nt
> CCCCCCCCCCCCCCCCCCNC(=O)[C@H]1CSC(c2ccc(OC)cc2O)N1 (stereo partly drawn)
 : 56	80	12	85	88	81	32	90
> O=C(CSc1nc2sc3c(c2c(=O)n1-c1ccccc1)CCCCC3)N/N=C/c1ccc(F)cc1
 : 42	-34*	-18*	-47*	27	90	5.3*	-14*

# Source: PubChem BioAssay (NCI)
